LMPTP inh: blocks human LMPTP phosphatase | P24666 | recombinant LMPTP-A, OMFP fluorogenic substrate, fluorescence intensity | inhibition, % at 20 µM | hit rate 0.22% among 360,000 | AID 651560;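 active = compounds that cut the enzyme signal by at least half of the control window in the single-dose screen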;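 note: plate controls were DMSO wells with enzyme plus substrate for no effect and substrate without enzyme for full effect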
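Test system: LMPTP-A phosphatase enzyme; input: 0.625 nM LMPTP-A final; reagent: OMFP substrate, 400 µM final; compound dosing: 20 µM single dose, 3% DMSO; incubation: 50 min dark incubation at room temperature; measured by: endpoint fluorescence intensity from OMFP dephosphorylation; measure: % inhibition relative to no-enzyme and uninhibited control wells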
Rpn11 block: Rpn11 (human) deubiquitinase inhibition | hit rate 0.59% among 360,000 | human 26S proteasome, Ub4-pepOG fluorescence polarization; 20S core pre-blocked with epoxomicin | calls only at 20 µM;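 active = inhibition at 20 µM, scaled to each plate's controls, above about 33%, limit read from the data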
NadD block: inhibitors of Staphylococcus aureus NadD. purified NadD enzyme, colorimetric absorbance read-out. inhibition, % at 20 µM. hit rate 0.78% among 360,000; in the data active = inhibition above about 26%; note: some compounds past the cut are filed as inactive
MLLE-PAM2 inh: inhibitors of microRNA-mediated deadenylation, human PABP1 MLLE binding; GST-MLLE / FITC-PAM2 fluorescence polarization; inhibition, % at 20 µM; hit rate 0.36% among 360,000; AID 588489; in the data active = inhibition above about 35%, passing the limit was not always enough;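 note: plate controls were DMSO wells with GST-MLLE for no effect and wells lacking GST-MLLE protein for full effect; some results filed as inactive read as strong as hits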
Target sequence (P11940 whole entry, looked up): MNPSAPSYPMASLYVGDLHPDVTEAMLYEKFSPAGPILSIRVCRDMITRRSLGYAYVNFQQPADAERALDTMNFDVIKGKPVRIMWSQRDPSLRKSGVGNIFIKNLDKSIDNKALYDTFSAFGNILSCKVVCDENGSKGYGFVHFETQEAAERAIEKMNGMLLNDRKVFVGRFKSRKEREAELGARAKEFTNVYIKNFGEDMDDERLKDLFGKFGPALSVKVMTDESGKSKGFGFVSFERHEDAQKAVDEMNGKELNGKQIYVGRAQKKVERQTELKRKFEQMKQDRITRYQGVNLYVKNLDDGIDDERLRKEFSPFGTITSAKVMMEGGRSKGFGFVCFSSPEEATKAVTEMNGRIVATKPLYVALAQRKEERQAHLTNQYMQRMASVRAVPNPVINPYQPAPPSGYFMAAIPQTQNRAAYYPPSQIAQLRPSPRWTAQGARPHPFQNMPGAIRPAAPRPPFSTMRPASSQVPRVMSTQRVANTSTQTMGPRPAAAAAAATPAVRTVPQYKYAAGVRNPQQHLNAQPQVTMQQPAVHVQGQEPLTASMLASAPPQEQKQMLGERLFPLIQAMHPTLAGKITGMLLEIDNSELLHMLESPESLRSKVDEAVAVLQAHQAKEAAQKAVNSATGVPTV
DNMT1 block: DNMT1 (human) enzyme inhibition; P26358; DNMT1 molecular beacon, Hinp1I cleavage, fluorescence; inhibition (reported as % activation of signal), % at 10 µM; hit rate 0.83% among 360,000; AID 588458; in the data active = inhibition above about 50%
SUMO1-SIM PPI: SUMO1-SIM interaction modulation; inhibition, % at 20 µM; hit rate 0.33% among 360,000; SUMO1 binding to a labelled peptide, TR-FRET, 1 h; P63165; in the data active = inhibition above about 37%
Target sequence (P63165 whole entry, looked up): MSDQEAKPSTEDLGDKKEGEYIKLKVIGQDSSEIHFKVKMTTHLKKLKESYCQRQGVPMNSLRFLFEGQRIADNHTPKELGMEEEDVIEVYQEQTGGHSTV
Tb MetRS inh: blocks T. brucei methionyl-tRNA synthetase activity | purified T. brucei MetRS, ATP depletion, Kinase-Glo luminescence | inhibition, % at 11.9 µM | hit rate 0.4% among 360,000;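 active = inhibition above a per-plate cutoff of the control wells' mean inhibition plus 3 SD, cut at about 5.5% in these data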;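 note: 0% = DMSO wells median and 100% = median of wells with control inhibitor compound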
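Assay system: T. brucei methionyl-tRNA synthetase, purified | Medium: HEPES buffer with MgCl2, KCl, DTT, spermine, BSA, pyrophosphatase | Compound: 11.9 µM single point | Incubation: 15 min enzyme-compound preincubation, 2 h reaction, 10 min detection, 25 °C | Measured by: Kinase-Glo luciferase luminescence reporting remaining unconsumed ATP | Measure: % inhibition normalized to control-well medians | Replication: Singlicate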
Scp1 inh: Scp-1 (human) phosphatase inhibition; Q9GZU7; Recombinant Scp1, phosphopeptide, malachite green phosphate absorbance; inhibition, % at 20 µM; hit rate 0.88% among 340,000;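 active = inhibition above about 50% at 20 µM, limit read from the data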;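 note: plate controls were DMSO wells with enzyme for no effect and wells lacking enzyme for full effect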
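Material – SCP-1 phosphatase catalytic domain, residues 76-261 · Buffer or medium – Acidic Tris acetate buffer with magnesium and detergent · Also added – Phospho 17-mer peptide substrate · Compound – single 20 µM dose, 1% DMSO · Times – 45 min room-temperature reaction, 5 min colour, 30 min stabiliser · Technique – Phosphate-binding colour reagent, absorbance read at 630 nm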
STEP block: inhibitors of human striatal-enriched phosphatase STEP | hit rate 0.25% among 360,000 | AID 588621 | P54829 | inhibition, % at 20 µM | recombinant STEP, OMFP fluorogenic substrate, fluorescence;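 active = inhibition at 20 µM, scaled per plate between control wells, above about 37%, limit read from the data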;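 note: 0% = DMSO with enzyme and substrate and 100% = substrate only without enzyme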
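Measure: Control-normalized % inhibition with plate pattern correction | Test system: STEP phosphatase, cell-free reaction | Medium: pH 6.0 Bis-Tris with DTT and Tween 20 | Technique: Fluorescence, 480/540 nm | Times: Reaction 20 min, ambient temperature | Doses: Single compound dose of 20 µM, 1% DMSO final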
CSN inh: inhibitors of human CSN-mediated cullin deneddylation; Purified CSN, SCF-Nedd8-OG deneddylation, fluorescence polarization; inhibition, % at 12.5 µM; hit rate 0.38% among 360,000; AID 651999;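 active = pattern-corrected inhibition above about 35%, with an unprinted fluorescence ratio check between 0.5 and 1.5, limit read from the data, passing the limit was not always enough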;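 note: 0% = enzyme with substrate and 100% = substrate without enzyme; some results filed as inactive read as strong as hits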
Target sequence (Q92905 whole entry, looked up, one chain of several): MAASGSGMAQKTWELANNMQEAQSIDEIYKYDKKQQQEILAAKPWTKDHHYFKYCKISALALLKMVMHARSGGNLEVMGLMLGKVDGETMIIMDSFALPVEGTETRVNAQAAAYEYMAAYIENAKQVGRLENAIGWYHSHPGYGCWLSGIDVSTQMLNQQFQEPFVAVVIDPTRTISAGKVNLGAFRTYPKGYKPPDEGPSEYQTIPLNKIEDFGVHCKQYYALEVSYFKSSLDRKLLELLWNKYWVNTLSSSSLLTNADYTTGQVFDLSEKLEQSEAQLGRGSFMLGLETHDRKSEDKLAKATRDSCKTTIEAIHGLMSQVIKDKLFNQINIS
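Assay system: purified human Csn5 enzyme expressed in HEK293T cells; Input: 0.24 nM Csn5 enzyme, final concentration; Reagent: 10 nM SCFSkp2-Nedd8OG; Compound dosing: 12.5 µM single point; Times: reaction 90 min, room temperature; Technique: fluorescence polarization readout.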
Starred values were filed as active, the others as inactive. Compounds as they come; 3.6% or so of the library scored in one or more.

Screening Cc1ccc(NS(=O)(=O)c2ccc(C(=O)N3CCCN(C)CC3)cc2)cc1 returned LMPTP inh -1.6, Rpn11 block inactive, NadD block -9, MLLE-PAM2 inh 2, DNMT1 block 7, SUMO1-SIM PPI 4, Tb MetRS inh -0.4, Scp1 inh -2, STEP block 2 and CSN inh 1.
Screening Cc1ccc(OCCC(=O)OCC(=O)NC(=O)NC2CCCCC2)cc1 returned LMPTP inh 2.9, Rpn11 block inactive, NadD block -7, MLLE-PAM2 inh 16, DNMT1 block 2, SUMO1-SIM PPI 4, Tb MetRS inh -0.7, Scp1 inh -1, STEP block 2 and CSN inh 0.
Screening CC(=O)n1cc([C@H]2C=C(C(N)=O)O[C@@H](OCc3ccc(CO)cc3)C2)c2ccccc21 returned LMPTP inh 1.1, Rpn11 block inactive, NadD block 1, MLLE-PAM2 inh 8, DNMT1 block -6, SUMO1-SIM PPI -1, Tb MetRS inh -0.1, Scp1 inh -4, STEP block -1 and CSN inh -4.
`Cc1ccc(S(=O)(=O)NC(=O)c2cccc(C)c2)cc1` gave LMPTP inh -1.6, Rpn11 block inactive, NadD block -2, MLLE-PAM2 inh 2, DNMT1 block 0, SUMO1-SIM PPI 3, Tb MetRS inh -0.1, Scp1 inh -8, STEP block 2 and CSN inh 0.
For COc1ccc2c(C)cc(Sc3nnnn3-c3ccccc3)nc2c1 the results were LMPTP inh 1.3, Rpn11 block inactive, NadD block -5, MLLE-PAM2 inh -2, DNMT1 block -6, SUMO1-SIM PPI -3, Tb MetRS inh 0.1, Scp1 inh -3, STEP block 1 and CSN inh -8.
`COc1ccc(Oc2nc3c(c(=O)n(C)c(=O)n3C)n2Cc2cccc(OC)c2)cc1` gave LMPTP inh -2.5, Rpn11 block inactive, NadD block -1, MLLE-PAM2 inh -4, DNMT1 block 10, SUMO1-SIM PPI -2, Tb MetRS inh -0.9, Scp1 inh -3, STEP block -8 and CSN inh -1.
Screening COCCCNC(=S)NNC(=S)Nc1cccc(Cl)c1 returned LMPTP inh 3.2, Rpn11 block inactive, NadD block 1, MLLE-PAM2 inh 34, DNMT1 block -1, SUMO1-SIM PPI 5, Tb MetRS inh -0.6, Scp1 inh -15, STEP block 0 and CSN inh 1.
For O=C(NCCNC(=O)c1cc(F)cc(F)c1)c1cc(F)cc(F)c1 the results were LMPTP inh -1.1, Rpn11 block inactive, NadD block -4, MLLE-PAM2 inh -1, DNMT1 block -1, SUMO1-SIM PPI 3, Tb MetRS inh -1.0, Scp1 inh -9, STEP block -2 and CSN inh -7.
For COCCN(C(=O)COC(=O)c1ccccc1NCc1ccco1)c1c(N)n(Cc2ccccc2)c(=O)[nH]c1=O the results were LMPTP inh 1.2, Rpn11 block inactive, NadD block 7, MLLE-PAM2 inh -16, DNMT1 block 0, SUMO1-SIM PPI 1, Tb MetRS inh 0.0, Scp1 inh 2, STEP block -2 and CSN inh 5.
CCOC(=O)c1c(N/C=C(\C#N)c2nc(-c3ccc(OC(C)=O)cc3)cs2)sc2c1CCC2 was read as LMPTP inh 2.7, Rpn11 block inactive, NadD block -1, MLLE-PAM2 inh -8, DNMT1 block 8, SUMO1-SIM PPI -3, Tb MetRS inh -0.7, Scp1 inh -4, STEP block -1 and CSN inh 1.
For CC(=O)c1c(C)[nH]c(C(=O)CSc2nnc(-c3ccco3)o2)c1C the results were LMPTP inh 2.7, Rpn11 block inactive, NadD block -4, MLLE-PAM2 inh -20, DNMT1 block -11, SUMO1-SIM PPI 19, Tb MetRS inh -0.9, Scp1 inh -5, STEP block 5 and CSN inh 0.
Cc1ccc(NC(=O)CSc2nnc(-c3cccnc3)s2)cc1 was read as LMPTP inh -2.4, Rpn11 block inactive, NadD block 1, MLLE-PAM2 inh -47, DNMT1 block 3, SUMO1-SIM PPI 1, Tb MetRS inh -0.1, Scp1 inh -9, STEP block -3 and CSN inh -5.
CC(=O)N(CCC(c1ccco1)C(C)C)Cc1ccc(OC(C)C)cc1 (stereo not given) was read as LMPTP inh 2.9, Rpn11 block inactive, NadD block -1, MLLE-PAM2 inh 1, DNMT1 block -5, SUMO1-SIM PPI 4, Tb MetRS inh -0.2, Scp1 inh -11, STEP block 4 and CSN inh 5.
For CC1(C)CNc2cc([N+](=O)[O-])ccc2S1 the results were LMPTP inh 0.7, Rpn11 block inactive, NadD block -11, MLLE-PAM2 inh -5, DNMT1 block -1, SUMO1-SIM PPI -25, Tb MetRS inh -1.0, Scp1 inh -5, STEP block 2 and CSN inh -2.
For CCC1=C2CC[C@H]3C(=O)N(C)C(=O)[C@H]3[C@H]2[C@@]2(Cc3ccccc3)C(=NCC(=O)OC)OC(=O)N2C1=O the results were LMPTP inh 0.4, Rpn11 block inactive, NadD block 3, MLLE-PAM2 inh 7, DNMT1 block 8, SUMO1-SIM PPI -2, Tb MetRS inh -0.1, Scp1 inh -6, STEP block 0 and CSN inh -5.
Screening COc1ccc(C(=O)COC(=O)c2cc(=O)[nH]c3ccccc23)c(OC)c1 returned LMPTP inh 1.9, Rpn11 block inactive, NadD block 5, MLLE-PAM2 inh -9, DNMT1 block 0, SUMO1-SIM PPI -53, Tb MetRS inh -0.4, Scp1 inh -2, STEP block -2 and CSN inh -3.
For CC1CCN(C(=O)COC(=O)Cc2c[nH]c3ccccc23)CC1 the results were LMPTP inh 0.0, Rpn11 block inactive, NadD block -1, MLLE-PAM2 inh -9, DNMT1 block -1, SUMO1-SIM PPI -1, Tb MetRS inh -0.1, Scp1 inh -2, STEP block 0 and CSN inh -1.
For Cc1cccc(N(Cc2ccccc2)C(=O)c2ccccc2F)c1 the results were LMPTP inh 2.0, Rpn11 block inactive, NadD block -3, MLLE-PAM2 inh -6, DNMT1 block 0, SUMO1-SIM PPI 3, Tb MetRS inh -0.2, Scp1 inh -9, STEP block 0 and CSN inh 1.
COc1ccc(NC(=O)CN2CCC(NC(=O)C3CCCCC3)CC2)cc1 was read as LMPTP inh -0.7, Rpn11 block inactive, NadD block 1, MLLE-PAM2 inh 3, DNMT1 block 2, SUMO1-SIM PPI 0, Tb MetRS inh -0.1, Scp1 inh 3, STEP block -1 and CSN inh 2.
For C=CCNC(=O)c1ccccc1NC(=O)c1ccccc1N(C)S(C)(=O)=O the results were LMPTP inh 1.8, Rpn11 block inactive, NadD block 0, MLLE-PAM2 inh -72, DNMT1 block 1, SUMO1-SIM PPI -2, Tb MetRS inh -0.9, Scp1 inh -9, STEP block 2 and CSN inh -1.
`O=C(Nc1ccc2c(c1)OCCO2)C1c2ccccc2OCC(=O)N1Cc1ccccn1` (stereo not given) gave LMPTP inh -0.7, NadD block 3, SUMO1-SIM PPI 1, Tb MetRS inh 0.7 and CSN inh -3.
For O=C(Nc1cccc(Cl)c1)OCCN1CCN(Cc2ccccc2)CCC1=O the results were LMPTP inh 0.6, Rpn11 block inactive, NadD block -6, MLLE-PAM2 inh 6, DNMT1 block -3, SUMO1-SIM PPI 9, Tb MetRS inh -0.2, Scp1 inh -4, STEP block 1 and CSN inh 0.
COC(=O)c1sccc1NC(=O)CC1C(=O)NCCN1C(=O)c1ccc(F)cc1 (stereo not given) was read as LMPTP inh 0.0, Rpn11 block inactive, NadD block 0, MLLE-PAM2 inh 16, DNMT1 block -8, SUMO1-SIM PPI 2, Tb MetRS inh 1.9, Scp1 inh -19, STEP block -4 and CSN inh 0.
Screening Cc1nn(C)c(C(=O)N/N=C/c2cc3c(cc2Br)OCO3)c1Br returned LMPTP inh -0.3, Rpn11 block inactive, NadD block 4, MLLE-PAM2 inh 5, DNMT1 block 2, SUMO1-SIM PPI -7, Tb MetRS inh -0.5, Scp1 inh 12, STEP block 4 and CSN inh -7.
CC(Oc1ccccc1Cl)C(=O)N(Cc1ccco1)C1CCS(=O)(=O)C1 (stereo not given) was read as LMPTP inh -2.4, Rpn11 block inactive, NadD block 1, MLLE-PAM2 inh -94, DNMT1 block 2, SUMO1-SIM PPI 2, Tb MetRS inh 0.1, Scp1 inh -3, STEP block -4 and CSN inh 7.
`CC(C)NC(=O)Nc1cccc2c1O[C@H](CN(C)S(=O)(=O)c1cccs1)[C@@H](C)CN([C@H](C)CO)C2=O` gave LMPTP inh -0.8, Rpn11 block inactive, NadD block 4, MLLE-PAM2 inh 8, DNMT1 block 10, SUMO1-SIM PPI 5, Tb MetRS inh -0.9, Scp1 inh -2, STEP block -4 and CSN inh 6.
COc1ccc(OC)c(/C=C/C(=O)OCC(=O)N2CCCCC2)c1 was read as LMPTP inh 0.3, Rpn11 block inactive, NadD block 1, MLLE-PAM2 inh -15, DNMT1 block -2, SUMO1-SIM PPI -9, Tb MetRS inh -0.1, Scp1 inh -13, STEP block -1 and CSN inh 2.
`Clc1nc(-c2ccccc2)c2ccccc2n1` gave LMPTP inh 0.4, Rpn11 block inactive, NadD block 6, MLLE-PAM2 inh 6, DNMT1 block 1, SUMO1-SIM PPI -20, Tb MetRS inh -0.2, Scp1 inh -9, STEP block 1 and CSN inh -2.
For CCCc1ccc2oc(C(=O)N(C)Cc3cnccn3)c(C)c2c1 the results were LMPTP inh -0.1, Rpn11 block inactive, NadD block 1, MLLE-PAM2 inh -4, DNMT1 block 0, SUMO1-SIM PPI 1, Tb MetRS inh -0.6, Scp1 inh 4, STEP block -2 and CSN inh -2.
Screening CCOc1ccccc1NC(=O)CSc1nnc2c(CC)c(C)nc(N)n12 returned LMPTP inh -0.4, Rpn11 block inactive, NadD block 1, MLLE-PAM2 inh -28, DNMT1 block 1, SUMO1-SIM PPI 2, Tb MetRS inh 0.1, Scp1 inh 0, STEP block -3 and CSN inh 0.
`Cc1ccc(S(=O)(=O)NN2C(=O)c3ccccc3NC2c2ccccn2)cc1` (stereo not given) gave LMPTP inh 0.1, Rpn11 block inactive, NadD block -4, MLLE-PAM2 inh 11, DNMT1 block 4, SUMO1-SIM PPI 0, Tb MetRS inh -2.3, Scp1 inh 1, STEP block -2 and CSN inh -10.

High-throughput results (PubChem BioAssay)
